# Bioassay records deposited in PubChem by several laboratories.
# Mcl1-Bid inh: Mcl-1/Bid binding inhibitors, primary screen, biochemical, TR-FRET, 1536-well | 220,000 compounds, 0.97% hits | inhibition, % at 21.7 µM | AID 1021, 2008 | TR-FRET Mcl-1/Bid-Dy647 peptide binding;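 active = compounds that cut the binding signal by more than half at the single screening dose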;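 note: His-tagged Mcl-1 with europium anti-His antibody binding Bid BH3 peptide; 0% = Mcl-1 plus peptide wells and 100% = peptide-only wells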
# RGS7-Gao reg: RGS7-Galphao binding modulators, primary screen, biochemical, multiplexed bead flow cytometry. 220,000 compounds, 0.35% hits. Guanine nucleotide-binding protein G(o) subunit alpha (Homo sapiens), P09471. actives lie on both sides. binding response (% of control), % at 10 µM; in the data active = binding response below about 49% or above about 150%; inconclusive = no clear call, values can overlap the other calls; inactive = in between;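 note: fluorescent Galphao held in activated GDP-AlF4 state binding bead-coupled RGS7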
# Bcl-W Bim block: inhibitors of Bim binding to Bcl-W, primary screen, biochemical, multiplexed, bead-based flow cytometry; Bim peptide-Bcl-W binding; inhibition, % at 10 µM; Bcl-2-like protein 2 (Homo sapiens), Q92843; 190,000 compounds, 0.02% hits;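 note: 0% = bound tracer without compound and 100% = peptide blocker; higher means less fluorescent Bim peptide bound to Bcl-W beads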
# Target sequence (Q92843 whole entry, looked up): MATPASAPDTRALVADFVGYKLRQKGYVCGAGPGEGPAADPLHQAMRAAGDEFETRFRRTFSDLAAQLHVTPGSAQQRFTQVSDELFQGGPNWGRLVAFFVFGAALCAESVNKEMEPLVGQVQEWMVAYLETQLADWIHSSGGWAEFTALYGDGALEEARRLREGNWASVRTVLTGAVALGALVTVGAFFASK
# Bcl-B Bim block: inhibitors of Bim-Bcl-B binding, primary screen, biochemical, multiplexed, human Bcl-2 family; inhibition, % at 10 µM; 190,000 compounds, 0.073% hits; bead-based flow cytometry, Bim peptide-Bcl-B binding;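 note: 0% = tracer peptide without compound and 100% = reference inhibitor peptide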
# Target sequence (Q9HD36 whole entry, looked up): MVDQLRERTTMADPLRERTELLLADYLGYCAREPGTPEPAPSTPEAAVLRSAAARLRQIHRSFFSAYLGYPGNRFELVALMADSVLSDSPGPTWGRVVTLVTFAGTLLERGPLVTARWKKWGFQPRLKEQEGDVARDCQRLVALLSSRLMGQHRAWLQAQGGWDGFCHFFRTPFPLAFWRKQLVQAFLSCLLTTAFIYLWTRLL
# Bim-Bcl-XL: inhibitors of Bim-Bcl-XL binding, primary screen, biochemical, multiplexed, bead flow cytometry, human Bcl-XL. Bim peptide-Bcl-XL binding, fluorescence. Bcl-2-like protein 1 (Homo sapiens), Q07817. 190,000 compounds, 0.04% hits. inhibition, % at 10 µM
# Target sequence (Q07817 whole entry, looked up): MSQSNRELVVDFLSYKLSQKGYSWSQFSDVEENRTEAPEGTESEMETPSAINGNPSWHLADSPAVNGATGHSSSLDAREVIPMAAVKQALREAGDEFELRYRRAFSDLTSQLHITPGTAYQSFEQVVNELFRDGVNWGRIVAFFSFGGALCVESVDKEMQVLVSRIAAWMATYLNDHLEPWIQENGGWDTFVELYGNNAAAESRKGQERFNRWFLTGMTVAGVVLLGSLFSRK
# RGS8-Gao: RGS8-Galphao binding modulators, primary screen, biochemical, multiplexed bead flow cytometry; Guanine nucleotide-binding protein G(o) subunit alpha (Homo sapiens), P09471; 220,000 compounds, 0.34% hits; response (percent of control binding), % at 10 µM; actives lie on both sides; in the data active = response below about 60% or above about 140%; inactive = in between;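 note: Galphao activated as the GDP aluminium fluoride complex binding bead-coupled RGS8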
# Bim-Bcl-2: inhibitors of Bim-Bcl-2 binding, primary screen, biochemical, multiplexed, human Bcl-2 family. Apoptosis regulator Bcl-2 (Homo sapiens), P10415. Bead-based flow cytometry, Bim peptide-Bcl-2 binding. inhibition, % at 10 µM. 190,000 compounds, 0.06% hits. AID 950, 2007; in the data active = inhibition above about 40%; inconclusive = no clear call, values can overlap the other calls;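 note: 0% = no compound wells with probe peptide and 100% = reference peptide inhibitor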
# Target sequence (P10415 whole entry, looked up): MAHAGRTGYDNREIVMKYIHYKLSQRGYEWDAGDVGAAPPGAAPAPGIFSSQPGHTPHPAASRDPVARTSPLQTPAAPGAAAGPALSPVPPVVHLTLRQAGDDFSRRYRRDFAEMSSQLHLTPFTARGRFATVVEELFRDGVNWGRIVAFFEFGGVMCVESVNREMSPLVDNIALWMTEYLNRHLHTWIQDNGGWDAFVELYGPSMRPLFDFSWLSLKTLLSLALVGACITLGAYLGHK
# Bim-Bfl-1: inhibitors of Bim binding to Bfl-1, primary screen, biochemical, multiplexed, bead-based flow cytometry; 190,000 compounds, 0.12% hits; AID 1008, 2008; Bcl-2-related protein A1 (Homo sapiens), Q16548; inhibition, % at 10 µM; Bim-Bfl-1 binding inhibition;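 note: 0% = wells without compound plus tracer and 100% = blocker peptide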
# RGS4-Gao reg: modulators of RGS4 binding to Galphao, primary screen, biochemical, multiplexed bead flow cytometry. Guanine nucleotide-binding protein G(o) subunit alpha (Homo sapiens), P09471. actives lie on both sides. binding response (% of control), % at 10 µM. 220,000 compounds, 0.33% hits. AID 1415, 2008; in the data active = binding response below about 49% or above about 150%; inactive = in between;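 note: fluorescent Galphao activated with aluminum fluoride binding bead-coupled RGS4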
# Mcl-1 Bim block: inhibitors of Bim peptide binding to Mcl-1, primary screen, biochemical, bead-based flow cytometry, multiplex | 190,000 compounds, 0.1% hits | AID 1009, 2008 | Bim peptide-Mcl-1 binding | inhibition, % at 10 µM | Induced myeloid leukemia cell differentiation protein Mcl-1 (Homo sapiens), Q07820;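 note: 0% = no compound tracer wells and 100% = peptide blocker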
# GSH fluor: compound fluorescence on glutathione beads, profiling panel, artefact control, biophysical, 488/530 nm, flow cytometry | GSH beads flow cytometry, compound fluorescence 488/530 nm; stronger effect = higher value | 190,000 compounds, 0.25% hits | fluorescence (KMESF) at 10 µM; in the data active = fluorescence above about 89;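 note: glutathione beads carrying GST-tagged Bcl family fusion proteins plus one bare bead set; values are compound well signal with DMSO vehicle wells as background; inactives centre near 16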
# * marks the source's active call; other numbers are inactive results; ? = inconclusive. Cut-off read from the data, not from the text of the source, unless noted: active = inhibition above about 40%.
SMILES,Mcl1-Bid inh,RGS7-Gao reg,Bcl-W Bim block,Bcl-B Bim block,Bim-Bcl-XL,RGS8-Gao,Bim-Bcl-2,Bim-Bfl-1,RGS4-Gao reg,Mcl-1 Bim block,GSH fluor
Cc1ccccc1CN(c1ccc(C(=O)N2CCc3ccccc3C2)cc1)S(C)(=O)=O,0,102,1,0,0,100,-2,0,99,0,9
COc1ccc(NC(=O)N2CCCC(c3nc(-c4ccc(F)cc4)no3)C2)cc1 (stereo not drawn),-3,88,3,0,0,94,0,-3,93,-1,15
Cc1[nH][nH]c(=O)c1C=Nc1ccc(C(F)(F)F)cc1,-6,?,-4,-1,-4,101,0,2,101,-2,13
Cn1c(CCNC(=O)OC(C)(C)C)n[nH]c1=S,-122,101,-4,-9,-2,102,-12,-8,95,-1,56
O=C(OC(C(=O)NCc1ccc2c(c1)OCO2)c1ccc(Cl)cc1)c1ccco1 (stereo not drawn),-18,104,0,0,-1,107,0,0,108,-2,8
CCN(CC)C(=O)CSc1nc2ncc(Br)cc2[nH]1,-16,99,2,3,-1,100,-2,-8,101,6,7
c1cncc(CNc2nc(N3CCOCC3)nc(N3CCOCC3)n2)c1,-25,131,-1,-8,-8,95,-9,-12,111,-2,34
COc1ccc(-c2cc(C(F)(F)F)nc(SCC(=O)Nc3ccc4c(c3)OCO4)n2)cc1,-36,101,-1,0,0,97,0,-1,93,-1,20
COc1ccc(C(c2oc(CO)cc(=O)c2O)c2oc(CO)cc(=O)c2O)cc1,-40,104,0,-4,-2,104,-2,-10,103,1,8
COc1ccc(NC(=O)c2cncc(Br)c2)cc1S(N)(=O)=O,-10,90,-4,-3,-1,97,0,-7,96,-2,13
CCOC(=O)c1c(C)oc2c1cc(O)c1ccccc12,-23,97,4,-5,-5,102,-11,-10,101,-1,11
O=C1c2ccccc2C(=O)N1c1nc2nccc(-c3ccccc3)n2n1,2,98,0,-2,-1,100,-7,0,97,-5,14
O=C(NC(=S)N1CCN(Cc2ccccc2)CC1)c1ccco1,-30,?,0,-6,-2,100,-4,-6,98,1,14
CCCNC(=O)OC[C@H]1O[C@H](CCO/N=C/[C@@H](NS(=O)(=O)c2ccc(C)cc2)[C@H](C)/C=C/CC(=O)OC)C=C[C@@H]1Oc1ccc(OC)cc1,-2,99,-2,-5,-2,101,-3,0,101,-2,19
O=C(/C=C/NCc1ccc(F)cc1)c1ccccc1,-15,101,-3,-1,-3,100,-1,0,101,-2,6
Cc1ccccc1N1C(S)=C(C#N)C(=O)NC1c1ccco1 (stereo not drawn),-50,93,-3,-11,-2,98,-1,-4,97,-2,17
COC(=O)/C=C/C(=O)N1CCN(c2cccc(Cl)c2)CC1,-20,99,-1,-5,-5,99,-6,-17,100,0,13
Clc1ccc(N/N=C/c2ccncc2)cc1Cl,-39,113,3,7,3,128,11,15,109,0,11
N#CC1=C(N)SC(N)=C(C#N)C1c1ccoc1,-28,99,1,-25,-5,102,-8,2,102,-4,15
CNC(=O)c1[nH]cnc1C(=O)Nc1ccccc1OC,4,86,-8,-11,-7,72,-10,-3,90,-9,22
COCCNC(=O)C(NC(=O)C1CCC(C)CC1)C(C)C (stereo not drawn),-16,?,0,0,3,100,4,-1,103,2,11
Cc1ccc(SCc2cc(=O)[nH]c(N3CCN(C)CC3)n2)cc1,-6,106,-5,-5,-6,107,-5,-6,100,-8,32
Cc1c([N+](=O)[O-])ccc(S(=O)(=O)N2CCC(C(N)=O)CC2)c1C,-30,99,2,7,1,91,5,14,98,-3,7
COC(=O)c1sccc1NC(=O)/C=C/c1ccc(Cl)cc1,3,101,-7,-10,-7,100,-8,-8,102,-5,11
Nc1c(C(=O)NC2CCCC2)c2nc3ccccc3nc2n1N,-22,107,1,3,0,95,0,3,90,1,13
COCCNC(=O)COc1ccc(C)c(C)c1,4,100,-1,1,1,101,0,-1,99,2,9
CC1CCC(NC(=O)c2ccc(CS(=O)(=O)Cc3ccccc3F)o2)CC1 (stereo not drawn),-37,96,-2,0,-2,96,-3,0,95,0,14
Cc1ccc([N+](=O)[O-])cc1S(=O)(=O)n1ccnc1C,-6,94,-1,0,-1,99,2,-4,96,1,15
CCOC(=O)C1(CC)CC(CSc2nc3ccccc3[nH]2)OC1=O (stereo not drawn),39,102,-9,0,-12,100,1,0,101,-5,18
OC1CC(c2ccco2)NC2(CCCCC2)C1 (stereo not drawn),9,100,-2,-9,-10,101,-6,-15,103,-6,23
O=C(c1ccc(Cl)c(S(=O)(=O)N2CCCC2)c1)N1CCN(c2ccccc2F)CC1,-30,98,-4,-5,-3,102,0,-6,100,0,12
O=C(O)Cc1cn(-c2ccccc2)nc1-c1ccccc1,-11,?,2,0,0,102,-2,-5,102,0,14
O=C(Cn1cc2c(n1)CCCC2)Nc1cc(-c2cccc(Cl)c2)no1,-1,99,0,-4,-1,103,-8,-7,103,0,19
O=C(N/N=C/c1cc([N+](=O)[O-])c(N2CCOCC2)cc1N1CCOCC1)c1cccnc1,-22,106,0,0,0,106,0,-3,108,2,26
CC(=O)N1c2ccccc2Nc2ccccc21,-9,68,-5,-5,-5,69,-1,0,99,-3,28
CCCOc1ccc(/C(O)=C2\C(=O)C(=O)N(CCCOC)C23C(=O)N(C)c2ccccc23)cc1 (stereo not drawn),-1,101,2,0,1,101,-1,0,101,3,13
Cc1oc(CC(C)C)cc1C(N)=O,-28,99,0,0,2,99,0,-5,100,0,12
O=C(O)CSCc1nc2ccccc2s1,-29,99,2,1,2,101,4,-2,102,0,7
O=C(CNC(=O)c1ccncc1)N/N=C/c1cc(Br)ccc1O,-28,97,1,-1,0,99,0,1,97,2,3
CCOC(=O)c1c(-c2ccccc2)nc2ccc(C)cn12,-51,93,0,1,0,99,-3,-1,92,3,51
COc1ccc2c(C)nc(Nc3nc(C)c(C)c(=O)[nH]3)nc2c1,-36,100,0,-4,-11,99,-7,-16,100,-3,21
COc1ccc(Br)cc1CNC(=O)CCNC(=O)Cn1ccc2ccccc2c1=O,-39,?,-2,-4,-3,102,1,-1,103,-3,16
COc1ccc(/C=N/NC(C)(C)C)c(OC)c1,-7,105,-4,-5,-1,106,-3,-3,103,-2,11
COc1cc(CNC(=O)c2ccc(Cn3nc(C)c(Cl)c3C)o2)cc(OC)c1,-6,100,0,0,-6,96,-4,0,97,-2,33
CSC1=NC2(CC(c3ccccc3)Oc3cc(O)ccc32)CC(C)(C)N1 (stereo not drawn),-14,101,-1,0,-3,104,-13,1,102,-1,17
COCCNC(=O)/C(C#N)=C/c1ccc(OCc2ccc(F)cc2)cc1,-22,103,-1,-6,-6,101,0,-4,100,-2,21
CCOC(=O)c1cnc2ccc(OCC)cc2c1NCCN1CCOCC1,-10,100,-1,-4,-5,99,-1,-5,98,-4,13
O=S1(=O)C=C(Oc2ccc3ccccc3c2)c2ccccc21,-22,102,-4,-1,-1,101,-1,-2,105,0,9
CCOC(=O)C1CCN(C(=O)CSc2nnc(-c3ccco3)n2-c2ccccc2)CC1,-15,101,-2,-1,0,100,0,-1,103,0,25
O=S(=O)(Nc1cccc(S(=O)(=O)N2CCOCC2)c1)c1ccc(Cl)s1,-23,103,0,-1,-4,107,-1,-5,106,0,18
CCOC(=O)C1=C(CSc2nc3c(cc2C#N)CN(C)CC3)OC(N)=C(C#N)C1c1ccc(F)cc1 (stereo not drawn),-62,104,1,-3,0,100,2,3,103,0,11
OCC1(Cc2ccccc2)CCN(C2CCN(c3ccc(F)c(F)c3)CC2)CC1,-15,98,-4,-3,-2,96,-2,-3,96,-3,12
CC(C)NC(=O)C1CCCN(S(C)(=O)=O)C1 (stereo not drawn),12,101,-5,-6,-15,105,-6,-3,103,-2,30
CCOC(=O)N1CCN(C(=O)CSc2cc(C)nc3c(-c4ccccc4OC)c(C)nn23)CC1,-50,97,2,-13,-3,96,-8,-10,95,-2,23
Cc1c(S(=O)(=O)N2CCCC(C(=O)O)C2)cnn1C (stereo not drawn),-6,106,-2,-4,-4,103,-3,-6,100,-2,14
COc1ccc(NC(=O)c2ccc(COCC(F)(F)F)cc2)cc1OC,2,111,0,-1,-3,112,0,0,103,-3,4

# Among those listed so far, seven contain an NH in an aromatic ring.
SMILES,Mcl1-Bid inh,RGS7-Gao reg,Bcl-W Bim block,Bcl-B Bim block,Bim-Bcl-XL,RGS8-Gao,Bim-Bcl-2,Bim-Bfl-1,RGS4-Gao reg,Mcl-1 Bim block,GSH fluor
Cc1[nH][nH]c(=O)c1C=Nc1ccc(C(F)(F)F)cc1,-6,?,-4,-1,-4,101,0,2,101,-2,13
Cn1c(CCNC(=O)OC(C)(C)C)n[nH]c1=S,-122,101,-4,-9,-2,102,-12,-8,95,-1,56
CCN(CC)C(=O)CSc1nc2ncc(Br)cc2[nH]1,-16,99,2,3,-1,100,-2,-8,101,6,7
CNC(=O)c1[nH]cnc1C(=O)Nc1ccccc1OC,4,86,-8,-11,-7,72,-10,-3,90,-9,22
Cc1ccc(SCc2cc(=O)[nH]c(N3CCN(C)CC3)n2)cc1,-6,106,-5,-5,-6,107,-5,-6,100,-8,32
CCOC(=O)C1(CC)CC(CSc2nc3ccccc3[nH]2)OC1=O (stereo not drawn),39,102,-9,0,-12,100,1,0,101,-5,18
COc1ccc2c(C)nc(Nc3nc(C)c(C)c(=O)[nH]3)nc2c1,-36,100,0,-4,-11,99,-7,-16,100,-3,21
